Compound activity from PubChem.
TSHR antag = blocks TSH signaling through the human TSH receptor; P16473; TSHR-expressing cells, TSH-stimulated cAMP HTRF, 2 h; active compounds read low; activity change, negative = inhibition, % at 11.5 µM; 330,000 tested, 0.2% active; AID 504810;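 active means activity change below a set negative limit, meaning inhibition stronger than a set level, cut at about -70% in these data; inconclusive means activity change between two set negative limits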; further: on the % scale 0 is the no-effect control and ±100 the full control effect
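Cell-based HTRF cAMP assay; TSHR cells + compound, TSH EC80 (4nM final), 2 h, 37 deg C. Lysis with anti-cAMP cryptate and cAMP-d2, 30 min RT, read 665/620 nm.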
Mito fusion yeast = inhibitors of mitochondrial division or activators of mitochondrial fusion; AID 485298; S. cerevisiae fusion-defective mutant growth rescue, CellTiterGlo 48 h; Potency, µM (titrated, usually from 46.1 µM), for the others: at the highest dose growth rescue (activation), actives largely listed as activators; 320,000 tested, 0.23% active;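 further: potency means the concentration at half of the fitted maximal effect; % of control where 0% means no effect; nearly all actives have a fitted effect of over 45% in size; temperature-sensitive fusion mutants such as fzo1-1 at 37 °C on non-fermentable ethanol glycerol medium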
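Yeast fusion mutant, YPEG (non-fermentable carbon), compound, 48 h at 37C non-permissive; CellTiterGlo added, 10 min RT, luminescence read. Rescued growth = division inhibition.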
Eya2 inh = Eya2 (human) phosphatase inhibition. O00167. recombinant Eya2, OMFP fluorescence dephosphorylation (OMFP is methylfluorescein phosphate). Potency, µM (series often up to 76.9 µM), inactives show at the highest dose activity, negative = inhibition, actives largely listed as inhibitors. 330,000 tested, 0.006% active; further: potency means the concentration at half of the fitted maximal effect; on the % scale 0 is the no-effect control and ±100 the full control effect
Target sequence (O00167 whole entry, looked up): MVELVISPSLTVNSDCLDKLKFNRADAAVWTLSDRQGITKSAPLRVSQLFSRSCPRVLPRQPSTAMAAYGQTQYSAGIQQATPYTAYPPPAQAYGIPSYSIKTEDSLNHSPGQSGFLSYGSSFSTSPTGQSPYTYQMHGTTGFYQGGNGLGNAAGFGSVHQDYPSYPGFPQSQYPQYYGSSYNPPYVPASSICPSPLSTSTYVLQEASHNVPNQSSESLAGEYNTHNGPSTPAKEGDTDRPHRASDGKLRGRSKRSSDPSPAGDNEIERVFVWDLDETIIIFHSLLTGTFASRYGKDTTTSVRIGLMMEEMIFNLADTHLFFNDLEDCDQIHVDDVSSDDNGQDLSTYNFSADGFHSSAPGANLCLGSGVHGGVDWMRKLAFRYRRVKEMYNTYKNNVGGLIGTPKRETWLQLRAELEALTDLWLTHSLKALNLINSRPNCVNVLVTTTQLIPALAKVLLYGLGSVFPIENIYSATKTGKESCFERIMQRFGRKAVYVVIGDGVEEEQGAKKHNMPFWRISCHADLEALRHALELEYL
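Eya2 protein (added as 0.2 uM solution) was preincubated with compound for 10 min at ambient temperature in 50 mM HEPES pH 7.5, 50 mM NaCl, 5 uM MgCl2, 0.05% BSA, 1 mM DTT. OMFP (added at 50 uM) then reacted 10 min; fluorescence read at 485/525 nm.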
BCR signal inh = blocks chronic active B-cell receptor signaling; ABC-DLBCL IkBa-CBG/CBR reporter, luminescence ratio, 4 h; Potency, µM (top dose mostly 46.1 µM), for the others: at the top dose ratio change, negative = lower green/red ratio, usual class: inhibitors; 340,000 tested, 0.05% active; active means well fitted inhibition curve with a large enough effect in the signal ratio, with a control signal flat, not every such curve was filed as active; inconclusive means small, poorly fitted or top-dose-only effect, or effect the other way, or a change in a side signal; the % refers to the signal ratio;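 further: potency means the concentration at half of the fitted maximal effect; plate controls were basal doxycycline-induced cells for no effect and cells given 10 µM MG132 for full effect; MG132 reads +100%, hits lower the ratio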
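Doxycycline induced both beetle luciferases in TMD8 lymphoma cells; IKK-driven degradation limits the IkappaBalpha-fused green signal, while red luminescence normalises for cell number and nonspecific effects. Compounds tested up to 46 uM, 4 hrs.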
a7 integrin act = activators of alpha7 integrin expression for muscular dystrophy | Potency, µM (highest dose often 38.3 µM), inactives show top-dose activation, hits mostly activators | 350,000 tested, 0.064% active | alpha7betagal myoblasts, beta-gal FDG fluorescence, 48 h;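 further: potency means the concentration at half of the fitted maximal effect; 100% = response of the positive control SU9516; nearly all actives have a fitted effect of over 60% in size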
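Alpha7betagal+/- myoblasts (passage 13) were plated 16-24 hr, then exposed to compounds (1:260 dilution of DMSO stock) for 48 hours at 37C. After MPER lysis, β-galactosidase reporter activity was read as FDG fluorescence (ex 480/em 540) after 30 minutes.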
TSG101-PTAP inh = blocks PTAP/TSG101 interaction to inhibit HIV-1 budding; 340,000 tested, under 10 active; Q99816; Fluorescence polarization, FITC-PTAP peptide / Tsg101 binding; Potency, µM (highest dose often 115 µM), for inactives: at the highest dose activity change, negative = inhibition, most hits filed as inhibitors; active means well fitted inhibition curve with a large enough effect in the main read-out, with a control signal flat, not every such curve was filed as active; inconclusive means small, poorly fitted or top-dose-only effect, or effect the other way, or a change in a side signal; inactive means no such curve, though single readings can be large or run the other way; further: potency means the concentration at half of the fitted maximal effect; % of control where 0% means no effect
Target sequence (Q99816 whole entry, looked up): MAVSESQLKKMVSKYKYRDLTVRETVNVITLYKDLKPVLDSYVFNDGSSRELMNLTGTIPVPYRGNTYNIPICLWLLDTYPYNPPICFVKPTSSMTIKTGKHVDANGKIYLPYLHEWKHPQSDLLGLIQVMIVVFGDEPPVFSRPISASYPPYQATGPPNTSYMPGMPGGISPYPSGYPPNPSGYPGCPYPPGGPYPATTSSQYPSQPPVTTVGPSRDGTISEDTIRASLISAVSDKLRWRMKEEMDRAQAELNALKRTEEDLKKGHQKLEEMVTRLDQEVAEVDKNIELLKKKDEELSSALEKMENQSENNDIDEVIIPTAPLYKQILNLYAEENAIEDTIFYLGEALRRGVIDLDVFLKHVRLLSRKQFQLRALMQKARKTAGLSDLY
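Tsg101 binding domain (10 uM final) was mixed with compound and a FITC-labeled PTAP peptide (50 nM final) in HEPES pH 7.5 buffer with NaCl, Tween 20, EDTA and TCEP; fluorescence polarization was read after 20 min at r.t.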
ELG1 repair inh = ELG1-dependent DNA repair inhibition; AID 504467; Potency, µM (top dose mostly 46.1 µM), inactives show top-dose activity change, negative = inhibition, actives largely listed as inhibitors; HEK293T ELG1-luciferase reporter, luminescence, 16 h; DNA damage induced by 5-fluorouridine; 330,000 tested, 2.3% active; further: potency means the concentration at half of the fitted maximal effect; on the % scale 0 is the no-effect control and ±100 the full control effect; nearly all actives have a fitted effect of over 55% in size
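Quantitative HTS, concentration-response format. 2,000 cells/well co-treated with 5-fluorouridine and compound, 16 hr in 5% CO2 at 37 °C; ONE-Glo luminescence read after 30 min.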
A-T KAP1 phos = potential ataxia-telangiectasia treatments restoring KAP-1 phosphorylation | 320,000 tested, 0.19% active | Potency, µM (highest dose often 57.5 µM), inactives show at the top dose activation, actives largely listed as activators | […] A-T fibroblasts, KAP-1 phosphorylation AlphaLISA; neocarzinostatin DNA damage 30 min before lysis; further: potency means the concentration at half of the fitted maximal effect; % of control where 0% means no effect; nearly all actives have a fitted effect of over 45% in size
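hTERT-immortalized A-T patient fibroblasts ([…]), 500 cells/well in OPTI-MEM, 1% FBS, got compounds for 60 min, then NCS for 30 min at 37C. Lysates were then assayed for phospho-KAP-1 by AlphaLISA (anti-pKAP1 donor, anti-KAP1 acceptor beads), 6 hr at 25C.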
TCR activator = T cell receptor activation. 330,000 tested, under 10 active. Potency, µM (series often up to 9.22 µM), for inactives: at the highest dose activation of IL-2 secretion, actives largely listed as activators. primary human leukocytes, anti-CD3, IL-2 HTRF, 48 h. AID 504894; further: % of control where 0% means no effect
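48 hr co-incubation of compounds, a-CD3 beads and primary human leukocytes; IL-2 quantified homogeneously by HTRF with anti-IL-2 K and d2 conjugates.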
ASM inhibitor = human S-ASM enzyme inhibition | Potency, µM (titrated, usually from 57.5 µM), inactives show at the top dose activity change, negative = inhibition, hits mostly inhibitors | placental ASM, HMU-PC fluorogenic substrate, 60 min | 340,000 tested, 0.006% active | P17405; further: potency means the concentration at half of the fitted maximal effect
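HMU-PC0 cleavage (9 uM final) by human placental ASM, 60 min at 37 °C following 10 min compound exposure at RT; stopped at pH 10, fluorescence Ex 386/Em 447 nm.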
Tb PFK block = T. brucei PFK enzyme inhibition. T. brucei PFK, ADP-Glo luminescence. Potency, µM (highest dose often 57.5 µM), without a hit: at the top dose activity, negative = inhibition, hits mostly inhibitors. 330,000 tested, 0.17% active. AID 485367;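 further: potency means the concentration at half of the fitted maximal effect; 0% = uninhibited 1x PFK enzyme wells and -100% = no-enzyme wells; nearly all actives have a fitted effect of over 60% in size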
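ADP-Glo luminescence quantified ADP after 45 min at room temperature, with 1.25 nM T. brucei PFK, 0.1 mM ATP and 0.5 mM fructose-6-phosphate in pH 8.0 TEA buffer. qHTS titrations up to 57 µM; curves classified by quality.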
The depositor's hits bear a star; ? = inconclusive; nt = not tested or not shown; [ ] = remark or other dose. Unless noted, the call rests on the fitted dose curve; in most records, active means well fitted curve in the direction sought with a large enough effect; inconclusive means small, poorly fitted or top-dose-only effect, or another doubt; inactive means no such curve, though single readings can be large; an effect the other way counts as inactive or inconclusive.

SMILES	TSHR antag	Mito fusion yeast	Eya2 inh	BCR signal inh	a7 integrin act	TSG101-PTAP inh	ELG1 repair inh	A-T KAP1 phos	TCR activator	ASM inhibitor	Tb PFK block
CN(C(=O)CSCC(=O)Nc1ccc(Cl)cc1)C1CCCCC1	2	nt	-3%	?	18%	-8%	-10%	20%	-3%	1%	3%
O=C1c2cccc([N+](=O)[O-])c2C(=O)N1CCO	-5	-3%	-12%	3%	9%	-6%	-5%	-2%	-1%	0%	-6%
Cc1ccc(C)n1-c1ccc(C(=O)N2CCOCC2)cc1	3	0%	3%	-1%	-1%	-8%	3%	5%	4%	4%	0%
Cc1[nH]c2ccccc2c1C(C#N)(C#N)C1C(=O)c2ccccc2C1=O	-27	-10%	1%	?	0%	-1%	?	-15%	6%	22%	-11%
O=C(CC(=O)N/N=C/c1ccc(C(=O)O)cc1)NCCc1ccccc1	-3	1%	5%	1%	-7%	-7%	-26%	-10%	nt	0%	3%
CCN(CC)C(=O)COc1coc(CN2CCN(c3ccccc3)CC2)cc1=O	24	4%	9%	5%	-17%	-5%	18%	19%	-1%	-1%	0%
Cc1cccc(C(=O)NC2CCN(S(=O)(=O)c3ccccc3F)CC2)c1	29	-18%	11%	3%	-14%	-1%	-23%	8%	-4%	-2%	-18%
CCN(CC)CCn1c(NC(=O)c2ccccc2O)nc2ccccc21	2	-7%	-10%	?	-28%	2%	10%	10%	-3%	28%	-1%
O=C(COC(=O)CCC(=O)c1cccs1)Nc1cc(S(=O)(=O)N2CCOCC2)ccc1Cl	0	0%	8%	7%	?	0%	6%	4%	-2%	-1%	0%
N#Cc1cccc(S(=O)(=O)NCC(=O)NCCCc2ccccc2)c1	4	1%	9%	0%	9%	4%	3%	0%	4%	8%	0%
CCC1CN(C(=O)NCc2cccc(OC)c2)c2ccccc2O1 (stereo not given)	-6	15%	-26%	1%	?	-3%	-9%	16%	10%	1%	-4%
CCCCNC(=O)CCc1c(C)nc2c(c(C)nn2-c2ccccc2)c1C	0	6%	-28%	2%	?	0%	-25%	-5%	1%	-12%	-1%
COc1cc(/C=C(\C#N)c2nc3ccc(C)cc3[nH]2)c([N+](=O)[O-])cc1OC	8	-3%	10%	3%	-38%	0%	?	-6%	1%	-15%	-1%
O=C(CSCc1ccccc1)Nc1ccc(F)cc1F	-4	0%	-19%	-1%	-9%	2%	0%	8%	0%	-4%	4%
CCOC(=O)C(NC(C)=O)(OCc1ccccc1)C(F)(F)F (stereo not given)	10	-1%	3%	1%	-2%	-2%	-14%	-1%	0%[46.1 µM]	6%	-8%
CCOC(=O)c1cc2ccccc2n1CCN(CC)CC	-6	-6%	3%	1%	-17%[7.66 µM]	0%	-6%	6%	nt	-3%	3%
COc1ccc(C(CNC(=O)C(C)(C)Oc2ccc(Cl)cc2)N2CCCCC2)cc1 (stereo not given)	-2	-3%	-5%	-1%	-37%	-2%	-5%	10%	7%	1%	-5%
CN(CCc1ccccn1)C(=O)Nc1cc(Cl)cc(Cl)c1	0	4%	10%	-8%	-4%	-3%	-5%	2%	-5%	4%	1%
CCC(C)c1ccc(NS(=O)(=O)c2c(C)[nH]c(=O)[nH]c2=O)cc1 (stereo not given)	-1	-4%	-4%	?	?	-8%	0%	-5%	-11%	-1%	-8%
COc1ccc(OC)c(NS(=O)(=O)c2ccc(N3CCCC3=O)cc2)c1	-1	-1%	1%	?	-1%	1%	?	-2%	1%	0%	-4%
CCCCN(C(=O)c1cccc(S(=O)(=O)N2CCCC2)c1)c1c(N)n(CCC)c(=O)[nH]c1=O	-5	2%	19%	2%	1%	-6%	-2%	-3%	1%	-4%	-7%
O=C(COC(=O)c1cccc([N+](=O)[O-])c1)Nc1ccc(Cl)cn1	-8	-1%	-9%	?	31%	-2%	?	4%	0%	1%	0%
CN1CCN(C2CCN(S(=O)(=O)c3ccc(C(C)(C)C)cc3)CC2)CC1	-3	2%	7%	7%	-11%	-2%	1%	4%	0%	4%	2%
CCn1cc([N+](=O)[O-])c(=O)c2cc(F)c(N3CCOCC3)cc21	11	12%	-7%	-2%	?	-8%	7%	27%	-4%	0%	-4%
COc1cccc(CC2(CO)CCCN(Cc3c(C)cc(C)cc3-n3cccn3)C2)c1 (stereo not given)	-3	2%	-7%	5%	-3%	2%	-14%	6%	4%	0%	5%
Cc1cc(Br)ccc1NC(=O)CN(C)C(=O)CSCc1ccccc1	-6	9%	-18%	-12%	21%	-1%	0%	0%	-1%	-1%	-1%
COc1ccc(C2=NN(C(=O)CCC(=O)O)C(c3ccccc3OC)C2)cc1 (stereo not given)	-7	0%	6%	?	-12%	1%	10%	7%	-7%	-3%	-3%
CC(=O)c1ccc(N2CCN(C(=O)c3ccc(Br)cc3)CC2)c(F)c1	-20	-25%	0%[15.4 µM]	6%	-8%	-1%	?	6%	-20%	-3%	5%
CCOC(=O)/C(N=Nc1sc(C(=O)OCC)c(C)c1C(=O)OCC)=C(\C)O	-10	2%	-18%	0%	nt	nt	13%	4%	2%	nt	-1%
Cc1ccc(Cn2cc(/C=C/C(=O)O)c(-c3ccccc3)n2)cc1	6	3%	-3%	2%	0%	-1%	-5%	-1%	-1%	-3%	0%
O=C(/C=C/c1ccc(OCCCF)cc1)Nc1ccnc(-c2cccnc2)n1	-38	9%	-19%	0%	-1%	15%	7.3µM*	0%	2%	-1%	-2%
Cc1nc2ccc(S(=O)(=O)NCC(=O)NCCN3CCCCC3C)cc2s1 (stereo not given)	17	2%	-3%	5%	1%	-1%	-7%	-1%	-23%	4%	0%
O=C(Nc1ccc(Cl)cn1)Nc1ccc(Cl)cn1	16	-3%	-5%	?	13%	1%	5%	5%	4%	-4%	-1%
CC(Sc1ccccc1)C(=O)NN=C1CCCCCC1 (stereo not given)	3	-8%	0%	-15%	-18%	0%	6%	-4%	10%	-1%	-3%
O=C(CC1SC(N2CCCC2)=NC1=O)Nc1ccc(C(=O)NCCOc2ccccc2F)cc1 (stereo not given)	12	6%	-22%	-5%	-7%	-1%	?	-5%	-1%	1%	-14%
